# ULK1 inh = ULK1 kinase inhibitors, primary screen, biochemical, AlphaScreen | inhibition, % at 5.96 µM | AlphaScreen Atg13 phosphorylation by ULK1, luminescence | 30,000 compounds, 1.9% hits | Serine/threonine-protein kinase ULK1 (Homo sapiens), O75385 | AID 1259251, 2017; in the data active means inhibition above about 43%;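 further: 0% = median of compound wells and 100% = no enzyme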
# ASK1 primary = ASK1 kinase inhibitors, primary screen, biochemical, AlphaScreen. Mitogen-activated protein kinase kinase kinase 5 (Homo sapiens), Q99683. AlphaScreen MKK6 phosphorylation by ASK1, luminescence. 22,000 compounds, 0.99% hits. inhibition, % at 7.44 µM; in the data active means inhibition above about 35%;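 further: 0% = median of compound wells and 100% = no enzyme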
# Target sequence (Q99683 whole entry, looked up): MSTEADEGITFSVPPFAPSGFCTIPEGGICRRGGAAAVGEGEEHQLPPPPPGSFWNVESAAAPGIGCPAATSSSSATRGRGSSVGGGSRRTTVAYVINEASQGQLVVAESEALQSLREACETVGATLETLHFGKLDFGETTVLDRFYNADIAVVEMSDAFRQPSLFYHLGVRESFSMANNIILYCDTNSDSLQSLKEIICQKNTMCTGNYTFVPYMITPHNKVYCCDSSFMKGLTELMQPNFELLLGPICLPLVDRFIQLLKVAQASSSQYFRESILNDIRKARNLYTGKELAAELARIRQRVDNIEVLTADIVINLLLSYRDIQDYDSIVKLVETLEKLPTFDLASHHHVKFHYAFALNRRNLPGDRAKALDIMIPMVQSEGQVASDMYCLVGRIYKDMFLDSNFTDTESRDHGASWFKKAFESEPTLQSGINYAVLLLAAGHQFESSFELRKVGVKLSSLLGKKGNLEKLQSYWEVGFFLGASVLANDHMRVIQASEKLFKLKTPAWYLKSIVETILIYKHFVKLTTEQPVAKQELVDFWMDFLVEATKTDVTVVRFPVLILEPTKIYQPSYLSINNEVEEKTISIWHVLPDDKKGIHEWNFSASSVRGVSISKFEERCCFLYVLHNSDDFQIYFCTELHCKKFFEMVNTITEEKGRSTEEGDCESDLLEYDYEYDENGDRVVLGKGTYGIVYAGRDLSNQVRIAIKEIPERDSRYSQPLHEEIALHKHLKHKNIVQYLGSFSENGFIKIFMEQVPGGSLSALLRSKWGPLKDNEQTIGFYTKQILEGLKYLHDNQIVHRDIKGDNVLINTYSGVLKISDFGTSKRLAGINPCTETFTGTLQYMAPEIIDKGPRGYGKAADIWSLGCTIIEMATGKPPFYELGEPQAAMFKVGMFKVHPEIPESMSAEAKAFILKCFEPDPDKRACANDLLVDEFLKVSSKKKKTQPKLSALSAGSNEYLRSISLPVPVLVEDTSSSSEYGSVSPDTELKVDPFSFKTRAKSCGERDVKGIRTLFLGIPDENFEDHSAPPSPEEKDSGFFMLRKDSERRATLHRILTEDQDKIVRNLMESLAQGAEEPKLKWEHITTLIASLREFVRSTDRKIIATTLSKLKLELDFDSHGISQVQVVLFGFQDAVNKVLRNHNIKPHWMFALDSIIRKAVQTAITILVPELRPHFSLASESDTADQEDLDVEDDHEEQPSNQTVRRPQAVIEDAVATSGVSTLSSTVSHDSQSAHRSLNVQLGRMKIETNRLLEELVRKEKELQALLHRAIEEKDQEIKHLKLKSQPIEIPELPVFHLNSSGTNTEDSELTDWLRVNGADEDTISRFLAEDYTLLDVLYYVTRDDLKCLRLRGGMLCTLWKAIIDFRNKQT
# Starred values were filed as active, the others as inactive; nt = not tested or not shown; & = joins results of further samples.
# Start of the data: the first seven compounds (preview)
[1] COc1ccc(CCNC(=O)c2cnc(N3CCc4ccccc4C3)s2)cc1
[2] C=C(C)C(=O)Oc1ccc(N2C(=O)c3ccccc3C2=O)cc1
[3] C/C(CC(=O)Nc1cccc2c1CCCC2)=N\NC(=O)c1cccc([N+](=O)[O-])c1
[4] c1ccc(Nc2nc(Nc3ccc(N4CCOCC4)cc3)nc3nc[nH]c23)cc1
[5] Cn1nccc1-c1ccc2cnc(Nc3ccc(-n4cnc(N5CCOCC5)n4)cc3)nc2c1
[6] O=C(NCCc1ccc(O)cc1)c1csc(Nc2ccccn2)n1
[7] O=C(Nc1ccc(N2CCOCC2)cc1)c1cccc(-n2cc(NC(=O)c3coc4ccccc34)cn2)c1
compound no. | 1 | 2 | 3 | 4 | 5 | 6 | 7
ULK1 inh | 33.2 | -9.5 | 5.6 | 24.4 | 5.1 | 16.1 | -16.1
ASK1 primary | -8.0 | nt | nt | 4.2 | 6.0 | -7.6 | 5.4

# Results, previewed entries included:
[1] COc1ccc(CCNC(=O)c2cnc(N3CCc4ccccc4C3)s2)cc1
[2] C=C(C)C(=O)Oc1ccc(N2C(=O)c3ccccc3C2=O)cc1
[3] C/C(CC(=O)Nc1cccc2c1CCCC2)=N\NC(=O)c1cccc([N+](=O)[O-])c1
[4] c1ccc(Nc2nc(Nc3ccc(N4CCOCC4)cc3)nc3nc[nH]c23)cc1
[5] Cn1nccc1-c1ccc2cnc(Nc3ccc(-n4cnc(N5CCOCC5)n4)cc3)nc2c1
[6] O=C(NCCc1ccc(O)cc1)c1csc(Nc2ccccn2)n1
[7] O=C(Nc1ccc(N2CCOCC2)cc1)c1cccc(-n2cc(NC(=O)c3coc4ccccc34)cn2)c1
[8] CC(C)(C)OC(=O)N1CCC[C@@H]1C(=O)Nc1ccc2[nH]ncc2c1
[9] CN(CCc1ccccc1)C(=O)c1ccc2c(c1)CC(c1nc3ccc(-c4ccnc(N)n4)cc3[nH]1)CO2 (centres undefined)
[10] O=C(CC1CCCCC1)Nc1nnc2n1CCCS2
compound no. | 1 | 2 | 3 | 4 | 5 | 6 | 7 | 8 | 9 | 10
ULK1 inh | 33.2 | -9.5 | 5.6 | 24.4 | 5.1 | 16.1 | -16.1 | 1.4 | -19.8 | 7.7
ASK1 primary | -8.0 | nt | nt | 4.2 | 6.0 | -7.6 | 5.4 | 15.5 | -2.0 | nt

[11] O=C(CN1CCCCC1)N/N=C/c1ccc(Cl)cc1Cl
[12] O=C(CN1CCC2(CC1)NC(=O)N(Cc1ccc(F)cc1)C2=O)Nc1ccc(F)cc1F
[13] NC(=O)c1ccc(C(=O)Nc2nccc(-c3ccccc3)n2)cc1
[14] c1ccc(CN2CCC(Nc3nc(NCc4cccnc4)nc4c3ncn4-c3ccccc3)CC2)cc1
[15] O=C(Nc1nc(-c2ccncc2)cs1)C1Cc2ccc3ccccc3c2O1 (centres undefined)
[16] Cc1c(-c2cnccn2)ssc1=S
[17] Nc1nc(Cl)cc(NC2CCN(Cc3ccccc3)CC2)n1
[18] O=C1CCCN1CCn1cnc2c(NCCN3CCOCC3)nc(N3CCN(c4ccccn4)CC3)nc21
[19] O=C(NCc1cccnc1)c1csc(N2CCC(N3CCOCC3)CC2)n1
[20] CCN(CC)C(=O)C1CCCN(c2nc(Nc3ccc(Oc4ccccc4)cc3)c3ncn(C4CCCCC4)c3n2)C1 (centres undefined)
compound no. | 11 | 12 | 13 | 14 | 15 | 16 | 17 | 18 | 19 | 20
ULK1 inh | -0.5 | -0.3 | -8.9 | 1.2 | 3.8 | 1.8 | 3.6 | -6.4 | 7.2 | -2.0
ASK1 primary | nt | nt | 13.1 | 4.7 | 7.6 | nt | -2.2 | 5.6 | 4.7 | 24.4

# Three compounds from above, ordered by the number in ASK1 primary, descending:
[18] O=C1CCCN1CCn1cnc2c(NCCN3CCOCC3)nc(N3CCN(c4ccccn4)CC3)nc21
[14] c1ccc(CN2CCC(Nc3nc(NCc4cccnc4)nc4c3ncn4-c3ccccc3)CC2)cc1
[17] Nc1nc(Cl)cc(NC2CCN(Cc3ccccc3)CC2)n1
compound no. | 18 | 14 | 17
ULK1 inh | -6.4 | 1.2 | 3.6
ASK1 primary | 5.6 | 4.7 | -2.2

# Next structures follow:
[21] CCOc1ccc(C(=O)Nc2ccc3c(c2)N(CC)C(=O)C(C)(C)CO3)cc1
[22] Cn1nccc1Nc1cc(NC2CC2)ncn1
[23] CCCN(CCC)C(=O)c1ccc([N+](=O)[O-])c(C)c1
[24] COc1ccc(CCNc2nc(Nc3nccc4ccccc34)nc3c2ncn3-c2ccccc2)cc1
[25] CC(=O)c1cccc(-c2ncc(C(=O)NCCc3ccc(O)cc3)s2)c1
[26] O=C1S/C(=C/c2ccccc2)C(=O)N1c1ccccc1
[27] CN(C)CCOc1cc(-c2ccnc(N)n2)ccc1NC(=O)C1COc2ccccc2O1 (centres undefined)
[28] CCCN1CCC(N(CCN2CCOCC2)C(=O)COCC(=O)O)CC1
[29] Nc1cccc(-c2nc(NCCO)c3[nH]cnc3n2)c1
[30] Nc1nc(NCCCN2CCCC2=O)cc(Nc2ccccn2)n1
compound no. | 21 | 22 | 23 | 24 | 25 | 26 | 27 | 28 | 29 | 30
ULK1 inh | 0.2 | 13.3 | -2.9 | 10.8 | -6.5 | -7.1 | 18.7 | -3.3 | -9.8 | -1.1
ASK1 primary | nt | 6.5 | nt | 11.9 | 11.8 | nt | 10.5 | nt | -22.9 | 1.1

[31] COc1cc(C2SCC(C(=O)O)N2C(C)=O)cc(Br)c1O (centres undefined)
[32] Cc1nc(NCc2ccccc2)cc(-c2cccnc2)n1
[33] Cn1c(=O)[nH]c(N2CCCC2)c(Cc2ccc(C(C)(C)C)cc2)c1=O
[34] CCOC(=O)/C=C(C)/C=C/C=C(C)/C=C/c1c(C)cc(OC)c(C)c1C
[35] CC(=O)NC(Cc1ccc(O)cc1)C(=O)O (centres undefined)
[36] CCCCCCCN(CC)CCCC(O)c1ccc(NS(C)(=O)=O)cc1 (centres undefined)
[37] CN1CCCN(c2c(Cl)cccc2NC(=O)c2ccc(Br)o2)CC1
[38] CCCNc1nc(-c2ccc(N3CCOCC3)nc2)nc2c1ncn2-c1ccsc1
[39] O=[N+]([O-])c1ccc(O)c2ncccc12
[40] O=C1CCCN1CCn1cnc2c(NCCc3ccc(O)cc3)nc(Nc3ccc(N4CCOCC4)cc3)nc21
compound no. | 31 | 32 | 33 | 34 | 35 | 36 | 37 | 38 | 39 | 40
ULK1 inh | 1.5 | -1.3 | 7.3 | 12.8 | 2.2 | 12.4 | -1.3 | 8.6 | 17.2 | 4.5
ASK1 primary | nt | nt | nt | nt | nt | nt | -9.8 | -9.9 | nt | 1.0

[41] c1ccc(Nc2nc3ncnc(NCc4cccnc4)c3[nH]2)nc1
[42] O=C(NCc1cccnc1)c1cccc(Nc2nccc3ccccc23)n1
[43] c1ccc(CNc2cc(Nc3ccncn3)ncn2)cc1
[44] O=C1CCCN1CCn1cnc2c(NCc3ccccc3)nc(N3CCC(N4CCOCC4)CC3)nc21
[45] Nc1nc(Nc2ccccc2)cc(Nc2ccc(C(F)(F)F)cc2)n1
[46] CC(=O)Nc1ccc(NC(=O)c2cc(Nc3cccc(N(C)C)c3)nc3ccccc23)cc1
[47] COc1ccc(-c2ccc(C(N)=O)s2)cn1
[48] CC(C)NC(=O)COc1ccc(/C=N/NC(=O)c2ccc(CN3CCOCC3)cc2)cc1
compound no. | 41 | 42 | 43 | 44 | 45 | 46 | 47 | 48
ULK1 inh | 16.7 | 7.2 | 11.0&3.5 | 5.0 | -2.5 | 14.4 | -4.5 | 5.4
ASK1 primary | -2.5 | -9.7 | -4.7&-10.2 | -8.6 | 1.9 | 19.4 | 7.7 | nt

# Taken from above:
# Under ASK1 primary, no. 46 has the entry 19.4
# Under ASK1 primary, no. 41 has the entry -2.5
